# Assay outcomes as filed in PubChem.
# CHRM1 agonist: activates human CHRM1 receptor | P11229 | CHO-K1 hM1, Fluo-8 calcium fluorescence, agonist mode; 0% DMSO, 100% acetylcholine EC100 | activation, % at 3 µM | 360,000 tested, 0.33% active;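 active = activation above the run's mean compound activation plus 3 SD, cut at about 16% in these data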;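 note: peak over basal fluorescence ratio within a 140 s kinetic read after compound addition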
# Target sequence (P11229 whole entry, looked up): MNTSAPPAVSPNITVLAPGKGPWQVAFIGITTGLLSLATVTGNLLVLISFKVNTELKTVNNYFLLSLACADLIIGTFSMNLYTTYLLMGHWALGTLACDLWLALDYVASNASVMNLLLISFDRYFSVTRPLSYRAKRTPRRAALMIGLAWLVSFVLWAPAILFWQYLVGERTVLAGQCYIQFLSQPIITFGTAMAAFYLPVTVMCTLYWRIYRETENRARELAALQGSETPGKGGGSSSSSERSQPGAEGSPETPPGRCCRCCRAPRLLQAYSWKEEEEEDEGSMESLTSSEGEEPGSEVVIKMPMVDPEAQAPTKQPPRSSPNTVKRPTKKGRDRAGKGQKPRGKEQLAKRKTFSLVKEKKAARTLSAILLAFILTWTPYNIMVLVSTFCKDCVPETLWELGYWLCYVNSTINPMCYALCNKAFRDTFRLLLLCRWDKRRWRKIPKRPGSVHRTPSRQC
# CHO-K1 Ca ag: M1 agonist counterscreen hit in parental CHO-K1 cells; Fluo-8 calcium fluorescence; scaled to maximal ATP response, vehicle zero; activation, % at 3 µM; 360,000 tested, 0.48% active; AID 602248; in the data active = activation above about 15%;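 note: untransfected CHO-K1 host cells lacking M1 receptor as counterscreen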
# OXTR potentiator: potentiators of human oxytocin receptor; P30559; CHO-OTR cells, Fluo-8 calcium fluorescence, potentiator mode; 0% = oxytocin EC15, 100% = EC100; activation, % at 3 µM; 320,000 tested, 0.061% active; AID 2445;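 active = activation above that plate's cutoff, the mean activation of tested compounds plus 3 SD, cut at about 6.6% in these data, passing the limit was not always enough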;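 note: 100% uses oxytocin at 75 nM as the full agonist control; some results filed as inactive read as strong as hits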
#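 Assay system: CHO cell line stably expressing human OTR. Reagent: EC15 oxytocin agonist. Dosing: single dose, 3.0 µM nominal final compound concentration. Timing: compound 6 min at room temperature before oxytocin, 100 s read. Signal: kinetic Fluo-8 calcium fluorescence. Controls: oxytocin EC15 low and EC100 high.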
# CHO parental Ca: signal in parental CHO cells, OX1R antagonist counter-screen; parental CHO-K1, ATP-induced calcium, Fluo-8 fluorescence; inhibition, % at 5.6 µM; 330,000 tested, 0.63% active; AID 463079;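 active = inhibition above that plate's mean sample inhibition plus 3 SD, cut at about 26% in these data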;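 note: 0% = ATP-challenged DMSO wells and 100% = DMSO wells without ATP; some compounds past the cut are filed as inactive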
#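 Measured by: calcium-sensitive Fluo-8 fluorescence / Test system: CHO parental line / Controls: ATP-challenged DMSO wells low, unchallenged DMSO wells high / Measure: % inhibition / Compound: single nominal dose of 5.6 µM per compound / Replicates: single well per compound, no replicates / Reagent: ATP as calcium-mobilizing challenge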
# M1 PAM parental: nonselective activator or artifact in parental CHO-K1 calcium assay | ATP EC20, Fluo-8 calcium fluorescence; 0% at ATP EC20, 100% at ATP max | activation, % at 3 µM | 360,000 tested, 0.02% active;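 active = activation above the run cutoff, the mean activation of all test compounds plus 3 SD, cut at about 40% in these data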;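 note: peak over basal fluorescence ratio in a 140 s read after ATP addition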
# TAAR1 antag: antagonists of human TAAR1. inhibition, % at 3 µM. AID 624466. CHO RD-HGA16 TAAR1, Fluo-8 calcium fluorescence, antagonist. 360,000 tested, 1.5% active. Q96RJ0;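 active = inhibition above a per-plate cutoff, the mean inhibition of test compounds on that plate plus 3 SD, cut at about 49% in these data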;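 note: 0% = DMSO plus EC80 beta-PEA response and 100% = DMSO alone without agonist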
# Target sequence (Q96RJ0 whole entry, looked up): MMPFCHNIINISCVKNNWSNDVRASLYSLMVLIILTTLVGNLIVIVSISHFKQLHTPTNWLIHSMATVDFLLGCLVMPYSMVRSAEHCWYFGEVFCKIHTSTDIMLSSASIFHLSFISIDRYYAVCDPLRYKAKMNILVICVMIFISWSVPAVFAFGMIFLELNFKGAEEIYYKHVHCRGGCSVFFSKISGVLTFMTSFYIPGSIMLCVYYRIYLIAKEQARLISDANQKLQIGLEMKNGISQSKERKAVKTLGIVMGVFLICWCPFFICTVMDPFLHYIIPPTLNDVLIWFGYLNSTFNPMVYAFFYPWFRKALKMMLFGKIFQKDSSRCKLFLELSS
#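 Test system: RD-HGA16 CHO cells with stable hTAAR1 and Gα16 / Probe or stimulus: EC80 β-phenethylamine stimulus / Times: seeding 17-24 h prior, 75-min 37 °C, 30-min RT dye loading / Detection: Fluo-8 calcium-sensitive fluorescence / Read-out basis: % inhibition scaled between DMSO and EC80 PEA controls / Repeats: singlicate, one well per test compound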
# TAAR1 agonist: agonists of human TAAR1 | Q96RJ0 | CHO RD-HGA16 TAAR1, Fluo-8 calcium fluorescence; vehicle wells 0%, saturating PEA agonist 100% | activation, % at 3 µM | 360,000 tested, 0.99% active;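 active = activation above the mean activation of all test compounds in the run plus 3 SD, cut at about 38% in these data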
#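 Benchmarks: low control DMSO, high control PEA (EC100); System: CHO RD-HGA16 cells carrying human TAAR1 plus Gα16; Detection: Fluo-8 fluorescence, 5 s baseline then 140 s kinetic read; Schedule: 17-24 h plating, Fluo-8 75 min 37 °C, 30 min RT; Read-out basis: % activation from peak over basal fluorescence ratio, DMSO-to-PEA scaled.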
# CHO-K1 Ca antag: M1 antagonist counterscreen hit in parental CHO-K1 cells. ATP-induced calcium, Fluo-8 fluorescence. inhibition, % at 3 µM. 360,000 tested, 0.6% active. AID 602250;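 active = inhibition above a per-plate cutoff, the plate's mean sample inhibition plus 3 SD, cut at about 24% in these data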;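 note: 0% = DMSO plus EC80 ATP and 100% = DMSO alone without ATP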
# V1aR counter: activates human V1a receptor in oxytocin agonist counter-screen; activation, % at 3 µM; CHO-V1R cells, Fluo-8 calcium fluorescence, agonist mode; 0% DMSO, 100% 3 nM vasopressin; 320,000 tested, 0.25% active;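 active = activation above the mean activation of all tested compounds plus 3 SD, per screening run, cut at about 20% in these data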;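 note: signal is peak over basal fluorescence ratio across a 100 second FLIPR read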
# Starred values were filed as active, the others as inactive; . = no result given.
SMILES,CHRM1 agonist,CHO-K1 Ca ag,OXTR potentiator,CHO parental Ca,M1 PAM parental,TAAR1 antag,TAAR1 agonist,CHO-K1 Ca antag,V1aR counter
CCCNC(=O)NC(=O)COc1ccc2oc3ccccc3c2c1,-1,1.0,-13,-14,-4,7,2,-7,1.1
COc1ccccc1N1CCN(S(=O)(=O)c2c(C(=O)N3CCOCC3)c(C)n(C)c2C)CC1,-4,0.7,-4,-24,-17,-25,-1,-8,-0.1
CCC(=O)NC(=S)Nc1cccc(C(C)=O)c1,-3,0.2,-9,-8,14,-2,2,-3,0.1
Cc1ccc2sc(NC(=O)c3ccc(N4C(=O)CCC4=O)cc3)nc2c1C,-2,0.3,-5,8,27,8,4,-6,1.2
COc1ccc(-c2nc(SC)n(S(=O)(=O)c3ccccc3)n2)cc1,-4,-0.1,-8,-3,20,5,3,-16,-0.7
O=C(CSc1nnc(Cc2ccccc2)o1)c1ccccc1,-2,1.5,0,10,18,-16,-1,-5,-0.1
CCc1ccccc1NC(=O)c1ccccc1N1C(=O)C2C3C=CC(C3)C2C1=O (configuration not stated),-2,2.5,-7,-9,29,-5,4,-8,-1.1
c1ccc(-c2nc(NCc3ccco3)c3ccccc3n2)cc1,-3,0.2,-10,-9,15,-5,4,-9,-0.3
CCSc1ncc(C#N)c(=O)[nH]1,-2,0.4,-4,13,9,3,4,-15,1.0
CCCCCCCn1ccc(=N)cc1,-5,0.2,-16,20,5,-2,2,-6,0.2
CCCOc1ccc(C(=O)Nc2cc(-c3nn4c(C)nnc4s3)ccc2C)cc1,-5,-0.6,-5,-8,1,-15,-3,7,-1.0
CCCCNC(=O)c1ccc(NS(=O)(=O)c2ccc3[nH]c(=O)[nH]c3c2)cc1,-1,0.4,-4,3,2,-8,1,3,-0.5
CC(=O)N/C(=C\c1ccccc1)C(=O)OCC(=O)c1c(N)n(C)c(=O)n(C)c1=O,-1,0.4,-3,1,6,14,0,-3,1.5
CCN(Cc1ccccc1)C(=O)CN1C(=O)NC2(CC(C)CC(C)(C)C2)C1=O (configuration not stated),-2,2.2,-6,-23,-3,-13,4,-10,-0.3
CCn1c2ccccc2c2cc(NC(=O)CSc3nnc(-c4ccccc4OC)n3N)ccc21,-2,1.4,-3,-11,15,37,6,7,0.2
COc1ccc(S(=O)(=O)N(C)C[C@H]2OCc3cnnn3CCCC(=O)N([C@H](C)CO)C[C@H]2C)cc1,-4,0.2,.,.,2,8,0,3,.
CCOC(=O)C1(Cc2ccccc2)CCN(Cc2cccn2-c2cccnc2)CC1,-6,1.9,-6,-23,9,5,10,-5,-0.8
CCC(=O)c1c[nH]c(C(=O)NCCCn2ccnc2)c1,-5,1.1,0,-7,15,11,4,-8,1.1
CCCN(CC(=O)Nc1ccccc1C)C(=O)c1ccc(OCc2c(C)noc2C)cc1,-3,0.5,.,.,-14,8,2,5,.
CCc1cccc(C)c1NC(=O)c1ccccc1,-3,3.6,3,-7,11,3,8,-4,0.4
CC(C)CCNC(=O)NC(=O)COC(=O)/C=C/c1cccc([N+](=O)[O-])c1,-6,2.9,-4,-15,2,-7,1,-17,0.7
CC(C)COP(=O)(c1ccc(N(C)C)cc1)C(O)c1ccccn1 (configuration not stated),-3,0.5,-7,-9,19,-12,1,-12,0.1
Cc1cc(C)cc(Oc2ccccc2C=O)c1,-1,0.1,-10,-1,0,8,16,5,-0.3
COc1ccc(CCN2CC(C(=O)NCc3nc4ccccc4n3C)CCC2=O)cc1 (configuration not stated),-1,-0.5,-5,-10,13,-25,1,17,-0.8
COc1cccc(NC(=O)c2ccc(NCCCN3CCC(C)CC3)c([N+](=O)[O-])c2)c1,-8,-0.3,-3,-9,19,26,-1,0,-0.5
Cc1nn2c(N3CCOCC3)cc(C(C)(C)C)nc2c1-c1ccccc1,-5,1.2,-12,2,-12,0,-1,-16,-0.4
C[C@@H](NC(=O)[C@H]1O[C@@H](n2cnc3c(N)ncnc32)[C@H](O)[C@@H]1O)c1cccc2ccccc12,-3,1.3,.,.,13,-2,1,-26,.
CC(=O)NC(Cc1ccc(F)c(F)c1)C(=O)NC1CCN(C(=O)c2ccc(C)cc2)CC1 (configuration not stated),-8,0.1,-15,0,-7,20,-1,-1,0.5
CC(OC(=O)c1ccc(CN2CCCC2=O)cc1)C(=O)Nc1ccc(Cl)cc1 (configuration not stated),-3,0.3,1,-12,25,3,4,-18,6.2
COc1ccc(-c2cc3nc(C)n(N)c(=O)c3s2)cc1,-2,0.0,-6,-12,0,-13,0,3,0.4
O=C(N/C(=C/c1ccco1)C(=O)N1CCCC1)c1cccs1,0,-0.1,-11,-4,-8,-24,5,15,0.1
COc1ccc(Cl)cc1S(=O)(=O)NC1CC(C)(C)NC(C)(C)C1,-9,0.8,6,-9,17,2,8,-10,0.3
Cc1c(NC(=S)NC(=O)COc2ccccc2)c(=O)n(-c2ccccc2)n1C,-8,0.3,-10,-15,13,-12,1,13,1.3
CC(=O)Nc1ccc(S(=O)(=O)NCc2ccc(C)n2C)cc1,-4,1.4,-3,8,10,1,-2,-11,0.1
COc1ccccc1CCc1nnc(CCC(=O)NC(C)Cc2cccs2)o1 (configuration not stated),-8,0.0,-10,-16,-1,-4,1,-4,-0.7
Cc1nn(-c2ccccc2)c(C)c1C(=O)Nc1nnc(-c2ccco2)o1,-5,0.4,-4,-4,16,2,6,-5,0.1
Cc1cc(C)n2nc(S(=O)(=O)N(C)Cc3ccccc3)nc2n1,-6,0.2,-4,-7,5,3,5,0,-0.1
COCCN(C(=O)c1cccc(N2C(=O)CCC2=O)c1)c1nc(-c2ccc([N+](=O)[O-])cc2)cs1,-2,1.9,-13,-1,-21,24,5,5,3.8
CCOC(=O)N1CCN(C(=O)CCNS(=O)(=O)c2ccccc2)CC1,-2,1.3,-8,2,14,-8,1,-12,0.7
CCOC(=O)C1CCCN(S(=O)(=O)c2ccc(S(=O)(=O)N(CC)CC)cc2)C1 (configuration not stated),-3,13,-11,51*,1,28,5,18,8.2
NS(=O)(=O)c1cccc(C(=O)N2CCCc3ccccc32)c1,-2,0.6,.,.,-12,-18,1,16,.
Cc1cc(=O)oc2c(C)c(OC(C)C(=O)Nc3ccc(N4CCC(C)CC4)cc3)ccc12 (configuration not stated),-4,-0.7,3,-17,16,-15,-3,-9,-0.6
COC(=O)c1ccc(Oc2c(C)oc3cc(OCc4cnn(-c5ccccc5)c4)ccc3c2=O)cc1,-2,0.3,-6,6,22,-16,1,-8,0.2
CN1CCN(S(=O)(=O)c2ccc(NCc3ccc4c(c3)OCO4)nc2)CC1,-4,0.0,-8,-11,2,-18,1,-11,0.7
CCN(CC)c1ccc(C(=O)NNC(=O)C2CSC3(C)CCC(=O)N23)cc1 (configuration not stated),6,-0.6,-3,-11,-5,6,2,-15,3.5
Cc1cccc(C)c1N1C(=O)CC(N2CCSCC2)C1=O (configuration not stated),-2,0.1,-2,-1,12,-14,0,-7,-0.3
Cc1ccc(-c2csc3ncnc(N4CCN(C(=O)c5ccco5)CC4)c23)cc1,-6,1.1,1,-38,7,27,12,-22,-0.8
CCOc1ccc(C2c3cc(OC)c(OC)cc3CC(=O)N2c2ccc(OC)cc2)cc1 (configuration not stated),-6,0.0,-5,-11,-8,6,9,2,0.6
Cc1nn(Cc2ccc(Cl)cc2)c(=O)n1N(C)c1ncc(C(F)(F)F)cc1Cl,-1,1.4,-18,-34,18,0,3,-12,6.0
COc1ncnc2c1ncn2CCCN1CCN(c2ncccn2)CC1,-9,0.0,.,.,-11,-16,9,2,.
O=c1c2cn[nH]c2[nH]c(=S)n1-c1ccccc1,-1,0.2,0,-6,18,6,5,-7,1.1
COc1ccccc1OCCC(=O)OCC(=O)NCc1ccc(F)cc1,-6,-0.1,1,-25,8,-17,2,-7,0.3
Cc1ccccc1NC(=O)c1cc(S(=O)(=O)N2CCOCC2)cn1C,-4,-0.3,-1,-10,8,-14,1,0,1.0
